Bioassay records from PubChem.
ER stress death: ER stress cell death inhibition. CSM14.1 thapsigargin ER stress survival, ATP luminescence. relative survival (cellular ATP), % at 15 µg/mL (by protocol). actives 0.33% (n = 48,000);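 active = survival measured by cellular ATP above 50% at 15 µg/ml in the first screen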;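 note: cell death triggered by about 15 µM thapsigargin; ATP read 24 h after thapsigargin was added; plate controls were thapsigargin with DMSO for no effect and DMSO without thapsigargin for full effect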
The depositor's hits bear a star. Some of the compounds tested. The share of hits here may be higher or lower than overall.

SMILES	ER stress death
COc1ccc(C2CC(C(F)(F)F)n3nc(C(=O)N4CCSCC4)cc3N2)cc1 (stereo not drawn)	1.8
COc1ccccc1C(=O)Nc1cccc(C(C)=O)c1	-3.8
CCc1c(C#N)c(N)[nH]c(=S)c1C#N	-0.9
Cc1ccccc1NC(=O)c1c(N)sc2c1CCCC2	-0.7
Cn1c(-c2ccc(C=O)s2)nc2c3ccccc3c3ccccc3c21	2.1
COCCCNC(=O)CN(c1ccc(Cl)cc1)S(=O)(=O)c1ccccc1	-2.8
CCC(C)c1ccc(OCCOc2c(Cl)cc(/C=N/n3cnnc3)cc2OC)cc1 (stereo not drawn)	2.6
COc1cc(C(=O)Nc2cc(Cl)ccc2C)c([N+](=O)[O-])cc1OC	3.8
O=C1C=C(N2CCN(C(c3ccccc3)c3ccccc3)CC2)C2(CCCCC2)O1	2.5
Cc1cccc(NC(=O)CC2Nc3ccccc3NC2=O)c1 (stereo not drawn)	2.9
COc1cc(-c2noc(-c3ccc(C)cc3)n2)cc(OC)c1OC	-6.2
C=CCc1cccc(/C=N\N2CCN(c3ccccc3)CC2)c1O	8.9
Cn1c(-c2ccco2)nc2c3ccccc3ccc21	-3.2
Cc1n(C)c2cccnc2[n+]1C	-0.2
Cc1onc(-c2ccccc2Cl)c1C(=O)N1C(C)CCCC1C (stereo not drawn)	0.8
O=C1NN(c2ccccc2)C(=O)/C1=C/c1c(Cl)cccc1Cl	-3.4
CS(=O)(=O)N(CC(=O)NC1CCCCC1)c1ccc(Oc2ccccc2)cc1	7.1
Cc1cc(N[C@@H]2O[C@@H](C)[C@H](O)[C@@H](O)[C@H]2O)c([N+](=O)[O-])cc1C	3.6
Cc1ccc(C(=O)Nc2sc3c(c2C(N)=O)CCCCCC3)cc1	-6.3
C/C(=C\COc1cc(=O)[nH]c2ccccc12)CCC(O)C(C)(C)O (stereo not drawn)	-4.4
Cc1ccc(OCCCNC(C)(C)C)c(C)c1	-4.9
Cc1ccc(-c2nc3ccccc3[nH]2)s1	-8.2
O=C(NC(=S)N1CCCc2ccccc21)c1ccc([N+](=O)[O-])cc1	5.5
CCOc1ccc(-c2csc(/C(C#N)=C\Nc3cc(OC)ccc3OC)n2)cc1	11.5
Cc1cc(Cl)ccc1OCC(=O)NNC(=O)c1ccc2ccccc2c1O	9.7

For reference, some entries already given.
SMILES	ER stress death
Cc1ccc(OCCCNC(C)(C)C)c(C)c1	-4.9
Cc1ccc(-c2nc3ccccc3[nH]2)s1	-8.2
O=C(NC(=S)N1CCCc2ccccc21)c1ccc([N+](=O)[O-])cc1	5.5
CCOc1ccc(-c2csc(/C(C#N)=C\Nc3cc(OC)ccc3OC)n2)cc1	11.5
Cc1cc(Cl)ccc1OCC(=O)NNC(=O)c1ccc2ccccc2c1O	9.7

The main list resumes, repeating the 7 entries before the break.
SMILES	ER stress death
Cc1ccc(C(=O)Nc2sc3c(c2C(N)=O)CCCCCC3)cc1	-6.3
C/C(=C\COc1cc(=O)[nH]c2ccccc12)CCC(O)C(C)(C)O (stereo not drawn)	-4.4
Cc1ccc(OCCCNC(C)(C)C)c(C)c1	-4.9
Cc1ccc(-c2nc3ccccc3[nH]2)s1	-8.2
O=C(NC(=S)N1CCCc2ccccc21)c1ccc([N+](=O)[O-])cc1	5.5
CCOc1ccc(-c2csc(/C(C#N)=C\Nc3cc(OC)ccc3OC)n2)cc1	11.5
Cc1cc(Cl)ccc1OCC(=O)NNC(=O)c1ccc2ccccc2c1O	9.7
COc1ccc(/C=C/C(=O)O)cc1S(=O)(=O)NCCCO	14.3
O=C(Cc1ccc(Cl)cc1)Nc1ccc(Cl)cc1C(=O)O	3.4
CCOc1ccccc1NC(=O)CN(c1ccc(C)cc1)S(C)(=O)=O	6.7
CCCCSc1nnc2c(n1)OC(c1ccc(O)cc1)Nc1ccccc1-2 (stereo not drawn)	6.4
C=CCN1C(=O)/C(=C\c2ccc(OCc3ccc(Cl)cc3)cc2)SC1=S	5.1
COc1ccc(COC(=O)C2=C(C)NC3=C(C(=O)CC(C)(C)C3)C2c2cccs2)cc1 (stereo not drawn)	5.7
CCOc1ccc2oc(-c3ccccc3)c(C(=O)O)c2c1	-0.5
Cc1cc(C)c(N2C(=O)c3ccccc3C2=O)c([N+](=O)[O-])c1	1.5
CCOc1c(Br)cc(/C=C2/C(=O)N(c3ccccc3)N=C2C)cc1OC	-1.9
O=C(CCc1ccccc1)Nc1cccc(Cl)c1	-17.7
O=c1cnnc(N/N=C/c2ccc(Br)cc2)[nH]1	2.7
N#CC1=C(N)OC2=C(C(=O)CCC2)C1c1ccc2c(c1)OCO2 (stereo not drawn)	2.1
CCCOC(=O)c1ccc(NC(=O)COc2ccc(Cl)cc2C)cc1	3.4
CC(CNC(=O)c1cccs1)c1ccccc1 (stereo not drawn)	0.5
CC1(C)CC(=O)C2=C(C1)N(c1ccccc1)C1=C(C2)C(=O)CC(C)(C)C1	-10.4
CCOc1ccccc1C1Nc2ccccc2NC2=C1C(=O)CC(c1ccc3c(c1)OCO3)C2 (stereo not drawn)	0.0
CS(=O)(=O)N(CC(=O)N1CCOCC1)c1ccccc1Br	-1.0
c1cnc(Nc2nc(-c3cccs3)cs2)nc1	3.6
Cc1cccc(/C=C2/SC(=S)N(Cc3ccccc3)C2=O)c1	1.0
COc1ccc(C2(CC(=O)Nc3ccc(Br)cc3)C(=O)c3ccccc3C2=O)cc1	-2.8
COc1ccc(C(=O)O/N=C(\c2ccncc2)c2ccc([N+](=O)[O-])cc2)cc1OC	10.0
COc1ccc(OCC(=O)Nc2ccc(S(=O)(=O)N3CCCCC3)cc2)cc1	-2.9
O=C1N=c2ccccc2=C1c1sc(=O)n(-c2cccc(O)c2)c1O	8.6
O=P(c1ccccc1)(c1ccccc1)c1ccccc1O	8.6
CCOC(=O)COc1ccc(/C=N\n2cnnc2)cc1OC	0.5
(further entries)
SMILES	ER stress death
O=c1c([N+](=O)[O-])c(N2CCN(c3ccccn3)CC2)c2ccccc2n1-c1ccccc1	10.3
O=C(O)CCC(=O)Nc1sc2c(c1C(=O)Nc1cccc3ccccc13)CCCC2	-0.6
CC1CCN(c2ccc([N+](=O)[O-])c(SCCO)c2)CC1	-11.9
Cc1cc(-c2ccccc2)nc2cc(C(=O)N3CCCc4ccccc43)nn12	1.7
Cc1c(NC(=O)c2ccc(CSc3ccc(Cl)cc3)cc2)c(=O)n(-c2ccccc2)n1C	0.8
COc1ccc(OC)c(S(=O)(=O)n2cnc3cc(C)c(C)cc32)c1	0.2
CC(C)(C)c1ccc(S(=O)(=O)N/N=C/c2cc(Br)ccc2O)cc1	-3.4
CCC(Oc1ccccc1)C(=O)Nc1c(F)c(F)c(F)c(F)c1F (stereo not drawn)	-1.3
CC(=O)c1c(N2CCCCC2)nc(=S)n(-c2ccccc2)c1C	1.4
O=C(NCc1ccc(F)cc1)c1ccccc1Br	1.4
COc1cc(NS(=O)(=O)c2ccc(Cl)cc2)cc(OC)c1	0.0
COc1ccc(/C=C2\CCc3cc(OC)ccc3C2=O)cc1	2.2
CCc1ccccc1NC(=O)C1COc2ccccc2O1 (stereo not drawn)	-5.3
CC(C)c1ccc(N2C(=O)NC(=O)/C(=C/c3ccc(O)c(O)c3)C2=O)cc1	-2.5
Brc1ccccc1-c1nc2ccccc2[nH]1	-1.3
O=c1oc2c(CN3CCOCC3)c(O)ccc2cc1-c1nc2ccccc2s1	2.2
COc1ccc(S(=O)(=O)Nc2ccc3ccccc3c2)cc1	9.3
Cc1ccc(N(Cc2c(O)ccc3ccccc23)C(=O)c2cccc([N+](=O)[O-])c2)cc1	-2.5
O=C(NCC1CCCO1)c1cccs1 (stereo not drawn)	13.0
CC(C)CC(=O)Nc1nc(-c2ccc3ccccc3c2)cs1	0.4
O=C(Nc1ccc(N2CCOCC2)cc1)c1ccc([N+](=O)[O-])cc1	2.5
COc1ccccc1CN1CCN(Cc2c[nH]c3ccccc23)CC1	-3.0
FC(F)(F)c1ccc(C2Nc3cccc4cccc(c34)N2)cc1	17.1
Cc1cc(OCC(=O)NCc2ccc3c(c2)OCO3)cc(C)c1Cl	1.7
O=C(CN(Cc1ccccc1)S(=O)(=O)c1ccc(Cl)cc1)Nc1ccccc1	9.8
The listing continues:
SMILES	ER stress death
CC(N=C(NS(=O)(=O)c1ccc(Cl)cc1)c1ccccc1)C(=O)O (stereo not drawn)	0.5
C/C(=N\NC(=O)COc1ccc(Cl)cc1[N+](=O)[O-])c1cccs1	-3.6
Cc1ccccc1C(=O)NN1C(=O)/C(=C\c2ccncc2)SC1=S	19.7
CC1CCN(C(=O)CSc2nc3ccccc3[nH]2)CC1	2.5
COC(=O)C12CC3CC(C1)CC(c1ccc([N+](=O)[O-])cc1)(C3)C2	7.2
O=C(Nc1ccccc1C(=O)N=Nc1c(O)[nH]c2ccc([N+](=O)[O-])cc12)c1ccccc1	11.8
C=CCN1C(=O)/C(=C\c2ccccc2Cl)SC1=S	1.3
CC(C)(C)OC(=O)NC(Cc1ccccc1)C(=O)O (stereo not drawn)	-2.3
CS(=O)(=O)N(Cc1ccc(C(=O)Nc2ccc(Oc3ccccc3)cc2)cc1)c1ccccc1	-2.5
COc1ccc(C2=NN(C(=O)CCC(=O)O)C(c3ccc(OC)c(OC)c3)C2)cc1 (stereo not drawn)	-4.3
COc1ccc(C(=O)NC(NC(=S)Nc2sc3c(c2C(N)=O)CCCC3)C(Cl)(Cl)Cl)cc1 (stereo not drawn)	2.8
O=C1N/C(=N/N=C/c2cccs2)SC1Cc1ccc(Cl)cc1Cl (stereo not drawn)	-3.4
COc1ccc(NS(=O)(=O)c2cccs2)cc1OC	6.1
CC1=C(C(=O)OC2CCCC2)C(c2ccc(-c3ccccc3)cc2)C2=C(CCCC2=O)N1 (stereo not drawn)	2.9
COc1cccc(N2C(=O)c3cccc4cccc(c34)C2=O)c1	-5.1
CSc1ccc(/C=N/NC(=O)c2cc(C)[nH]n2)cc1	6.7
Cc1cccc(N2C(=O)C3C4C=CC(C4=C4C5CC6CC(C5)CC4C6)C3C2=O)c1 (stereo not drawn)	6.1
COc1ccc(S(=O)(=O)N(CC(=O)Nc2ccc(Br)cc2)c2ccc(C)cc2)cc1OC	3.9
O=c1/c(=C\c2ccc(F)cc2)sc2nc(-c3ccc(Cl)cc3Cl)nn12	3.1
CS(=O)(=O)N1CCN(C(=O)Cc2ccccc2)CC1	8.7
O=C1N=C(N2CCCCC2)S/C1=C\c1ccccc1Cl	5.5
CC1=C(C(=O)OCCCc2ccccc2)C(c2ccccc2Br)CC(=O)N1 (stereo not drawn)	-0.1
C=CCNC(=O)C(=O)Nc1ccc(C)cc1	4.5
O=C(Nc1ccc(I)cc1)c1cc(-c2cccs2)nc2ccccc12	5.3
O=C(c1ccc([N+](=O)[O-])cc1)N1CCN(Cc2ccccc2Br)CC1	12.1

2 entries from above, with bars between the fields:
molecule | ER stress death
CSc1ccc(/C=N/NC(=O)c2cc(C)[nH]n2)cc1 | 6.7
Cc1cccc(N2C(=O)C3C4C=CC(C4=C4C5CC6CC(C5)CC4C6)C3C2=O)c1 (stereo not drawn) | 6.1

Next entries:
SMILES	ER stress death
COc1ccc(C(=O)N/N=C/c2ccc(SC)cc2)cc1	-9.5
CN(C(=O)C12CC3CC(CC(C3)C1)C2)C1CCS(=O)(=O)C1 (stereo not drawn)	11.3
O=C1CC(N(Cc2ccco2)C(=S)NCCc2ccccc2)C(=O)N1c1ccc(F)cc1 (stereo not drawn)	9.7
CC(C)Cc1ccc(/C(CCCC(=O)O)=N\O)s1	19.7
Cc1cc([N+](=O)[O-])ccc1NC(=O)c1cc2ccccc2o1	5.8
CCCCOC(=O)c1ccc(NC(=S)NC(=O)c2ccco2)cc1	4.0
Cc1ccc(S(=O)(=O)Nc2ccc3c(c2)ncn3-c2ccccc2)cc1	0.6
N#CC(C#N)=C1NC2(CCCCC2)Cc2ccccc21	13.8
CCC(=O)N1c2ccc(C)cc2C(=C2SC(C(=O)OC)=C(C(=O)OC)S2)C(=S)C1(C)C	5.2
COc1cc(OC)c(C2Nc3ccccc3NC3=C2C(=O)CC(c2ccccc2)C3)cc1OC (stereo not drawn)	6.5
N#C/C(=C\c1ccc(-c2cc(Cl)ccc2Cl)o1)C(=O)Nc1ccccc1O	5.5
CCCCCCCCn1c(C)cc(=O)[nH]c1=O	0.4
COc1cc([N+](=O)[O-])ccc1-c1ccc(/C=C2\C(=O)NC(=O)N(c3ccc(Cl)cc3)C2=O)o1	3.7
COc1ccc(NC(=O)c2c(-c3c(Cl)cccc3Cl)noc2C)c(OC)c1	6.3
O=C1c2cccc3cc([N+](=O)[O-])cc(c23)C(=O)N1Nc1ccccc1	1.7
CC(C)c1ccccc1NC(=O)/C=C/C(=O)O	-10.0
Cc1cc(C)c(OCCCN2CCOCC2)c(Cl)c1	-1.5
CCOC(=O)C(=O)Nc1ccc(NC(C)=O)cc1	-1.0
COc1ccccc1NC(=O)c1cc2ccccc2o1	1.2
COc1ccc(Cl)cc1C(=O)Nc1ccc(O)c(-c2nc3ccccc3o2)c1	5.3
COc1cc(C2/C(=C(\O)c3ccc(F)cc3)C(=O)C(=O)N2CCCCCC(=O)O)ccc1O (stereo not drawn)	-1.1
O=C(O)/C=C/C(=O)Nc1ccc(S(=O)(=O)N2CCCCCC2)cc1	5.4
Cc1ccccc1NCC(=O)N/N=C\c1cc(Br)cc(Br)c1O	8.0
CC(C)(C)c1cc(NC(=O)c2cc(F)c(F)c(F)c2F)no1	-2.3
COC(=O)c1ccc(C(=O)OC)c(NC(=O)COc2ccccc2[N+](=O)[O-])c1	6.9
COc1ccc(CCN2C(=O)CC(Cc3cccc(C)c3)C2=O)cc1OC (stereo not drawn)	3.0
O=C(O)c1ccc2c(c1)C1C=CCC1C(c1ccc([N+](=O)[O-])cc1)N2 (stereo not drawn)	7.3
O=C(NC(=S)N1CCN(CCN2C(=O)c3cccc4cccc(c34)C2=O)CC1)c1ccc2c(c1)OCO2	4.1
COc1ccccc1C1C(C(C)=O)=C(O)C(=O)N1c1nc2ccccc2s1 (stereo not drawn)	-9.7
